Assay outcomes deposited in PubChem by several laboratories.
Anthrax LF inh2: anthrax lethal factor protease inhibition | multiplex microsphere protease cleavage assay, LF | inhibition, % at 10 µM | hit rate 0.12% among 360,000 | AID 588501; in the data active = inhibition above about 30%; note: plate controls were buffer without enzyme for full effect and enzyme alone for no effect
PfHsp40 rescue: compounds rescuing yeast from Plasmodium falciparum HSP40 toxicity. S. cerevisiae expressing PfHsp40, growth rescue, ATP luminescence. growth rescue, % at 12.5 µM. AID 504582. hit rate 0.68% among 340,000; in the data active = growth rescue above about 28%, passing the limit was not always enough;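 note: yeast W303a lacking pdr1 and pdr3 grown in galactose medium; growth measured after three days at 30 °C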
SSB-PriA inh: inhibitors of Klebsiella pneumoniae PriA binding to SSB C-terminal tail | AlphaScreen SSBct-PriA binding, biotinylated peptide | inhibition, % at 33 µM | hit rate 0.6% among 430,000 | AID 1272365; in the data active = inhibition mostly above about 37%, no sharp cut-off; inactive = mostly below about 20%;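 note: plate controls were negative control peptide for no effect and reference peptide for full effect; strong numbers were not always called active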
Yp Topo-I inh: inhibitors of Yersinia pestis topoisomerase I | AID 504884 | hit rate 0.064% among 360,000 | Y. pestis Topo-I cleavage product accumulation, plate reader | activity, % at 10 µM; in the data active = activity above about 50%, passing the limit was not always enough; note: inactives centre near 2
MazEF act: MazEF (E. coli) toxin RNase activation | FAM/BHQ RNA-DNA oligo cleavage fluorescence, 5 h | activation, % at 20 µM | hit rate 0.32% among 350,000 | AID 504720; in the data active = activation above about 50%
Target sequence (P0AE70 whole entry, looked up): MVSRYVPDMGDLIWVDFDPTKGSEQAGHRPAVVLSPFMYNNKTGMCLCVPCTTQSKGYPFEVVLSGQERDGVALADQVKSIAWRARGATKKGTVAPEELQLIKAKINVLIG
BH1578 lux ind: inducers of Vibrio cholerae quorum light production without autoinducers | V. cholerae BH1578 lux reporter, luminescence, 6 h | activation, % at 18.7 µM | hit rate 0.16% among 350,000; in the data active = activation mostly above about 9.7%, no sharp cut-off; note: not every result past the cut was called active; inactives centre near 0; reference of the scale not given here
SARS 3CLpro inh: SARS-CoV 3CLpro protease inhibition. P0C6X7. recombinant SARS-CoV 3CLpro, quenched FRET peptide cleavage. inhibition, % at 6 µM. hit rate 0.14% among 290,000. AID 1706; in the data active = inhibition above about 12%
Rv3671c protease: Rv3671c (M. tuberculosis) protease inhibition; P9WHR9; inhibition, % at 5.96 µM; hit rate 0.048% among 320,000; in the data active = inhibition above about 38%;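 note: extracellular domain of Rv3671c used as enzyme; 0% = enzyme with DMSO and 100% = no enzyme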
Target sequence (P9WHR9 whole entry, looked up, the tested form may be a part): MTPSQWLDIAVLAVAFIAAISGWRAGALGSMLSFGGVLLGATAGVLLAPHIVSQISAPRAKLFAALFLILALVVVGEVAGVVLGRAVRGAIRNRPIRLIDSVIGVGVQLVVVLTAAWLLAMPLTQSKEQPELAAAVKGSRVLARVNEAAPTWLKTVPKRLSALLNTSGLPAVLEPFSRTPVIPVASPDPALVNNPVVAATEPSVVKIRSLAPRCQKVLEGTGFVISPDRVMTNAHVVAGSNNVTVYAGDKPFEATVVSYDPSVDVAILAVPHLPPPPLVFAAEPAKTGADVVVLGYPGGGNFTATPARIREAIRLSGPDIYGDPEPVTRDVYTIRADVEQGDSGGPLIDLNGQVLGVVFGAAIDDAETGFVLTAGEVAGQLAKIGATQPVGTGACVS
VHR inh abs: inhibitors of human VHR1 phosphatase (DUSP3); P51452; recombinant VHR phosphatase, pNPP absorbance; inhibition, % at 13.3 µM; hit rate 0.52% among 290,000; AID 1654; in the data active = inhibition above about 50%; note: some compounds called inactive have numbers as strong as hits
Target sequence (P51452 whole entry, looked up): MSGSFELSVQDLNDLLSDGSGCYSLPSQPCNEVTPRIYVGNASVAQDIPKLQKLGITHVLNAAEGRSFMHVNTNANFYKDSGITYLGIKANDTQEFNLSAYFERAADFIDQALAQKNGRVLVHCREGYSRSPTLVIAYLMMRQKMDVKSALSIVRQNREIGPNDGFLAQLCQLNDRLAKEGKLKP
TcdB GH inh: blocks C. difficile toxin B glycohydrolase activity. P18177. TcdB glycohydrolase enzymatic assay, plate reader. inhibition, % at 9.99 µM. hit rate 0.24% among 350,000. AID 652162; in the data active = inhibition above about 10%
Starred values were filed as active, the others as inactive; i = inactive; . = not tested or not shown; & = joins results of further samples.

SMILES	Anthrax LF inh2	PfHsp40 rescue	SSB-PriA inh	Yp Topo-I inh	MazEF act	BH1578 lux ind	SARS 3CLpro inh	Rv3671c protease	VHR inh abs	TcdB GH inh
COc1cccc(NC(=O)N(C)C[C@H]2Oc3cc(Br)ccc3S(=O)(=O)N([C@H](C)CO)C[C@H]2C)c1	-5	.	.	24	5	-0.5	.	.	.	1.7&0.0
Cc1csc(=O)n1CCC(=O)OCC(=O)Nc1ccc(S(N)(=O)=O)cc1	-5	-1.6	7	-1	-7	i	.	-3	.	0.5
COc1ccccc1NC(=O)C(C)NS(=O)(=O)c1ccc(Cl)cc1 (stereo unspecified)	-1	-0.1	-23	7	-3	-0.3	-1	2	28	.
CC(C)(C)[C@@H]1COC(=O)[C@@H](Cc2ccc(F)cc2)CC/C=C\C[C@@H](CC(=O)N(CCO)Cc2ccccc2)C(=O)N1	-10	0.8	18	15	-3	-0.5	.	-1	.	1.2
CSCCC(C(=O)OCC(=O)c1ccc(C)c(C)c1)N1C(=O)c2cc(Cl)c(Cl)cc2C1=O (stereo unspecified)	-7	-0.6	9	-6	-2	i	-1	-6	-19	.
Cc1ccc2[nH]c3c(c2c1)CN(C(=O)CN1C[C@H]2C[C@@H](C1)c1cccc(=O)n1C2)CC3	4	-0.3	.	9	-13	-0.3	12	-6	17	0.7
CCCCn1c(O)c(C(C)=NC(C)c2ccccc2)c(=O)[nH]c1=O (stereo unspecified)	-4	0.9	-19	34	-3	i	0	-27	28	.
COc1ccc(NC(=O)Nc2cccc3c2O[C@H](CN(C)S(=O)(=O)c2ccc(OC)cc2)[C@@H](C)CN([C@H](C)CO)C3=O)cc1	0	1.1	-1	25	11	i	.	3	.	1.9&1.5
COC(=O)c1sccc1NN1C(=O)c2ccccc2C1=O	-1	-1.0	3	0	6	-0.4	1	-2	-2	1.5
CC(=O)Nc1ccc(C(=O)N2CCCCC2c2cc(C(=O)NCc3ccc(F)cc3)no2)cc1 (stereo unspecified)	-3	.	.	5	.	0.4	.	.	.	1.1
Cc1ccc(OCC(=O)NNc2c3ccccc3nc3ccccc23)cc1	-3	1.5	5	22	1	0.0	-5	2	40	0.5
CCOC(=O)CS(=O)(=O)c1ccc(O)cc1	1	-0.3	-5	2	0	-0.4	1	8	26	0.2
CCOC(=O)c1c(-c2ccco2)csc1N	2	0.3	3	0	-2	-0.4	-1	0	29	.
COc1cc(/C=N/N2CCN(c3ccccc3)CC2)ccc1OC(C)=O	-9	-1.6	.	19	4	i	-2	-9	-18	-1.3
Cc1ccc(-c2ccc(/C=N/O)o2)cc1[N+](=O)[O-]	-3	1.2	.	-3	3	-0.1	-4	-13	10	0.7
CCOc1ccc2nc(N3CCC(C(=O)N4CCN(c5ccccn5)CC4)CC3)sc2c1	-4	4.5	.	10	10	-0.2	-3	-5	11	.
C[N+](C)(C)CCOC(=O)CCC(=O)OCC[N+](C)(C)C	4	-0.5	-5	-3	-2	i	.	-2	.	1.0&1.3
Cc1csc(NC(=O)CSc2nnc(-c3ccc(Cl)cc3)n2N)n1	-1	0.3	-17	1	-1	-0.4	3	-6	10	.
CCOC(=O)/C(C#N)=N/Nc1ccc(S(=O)(=O)Nc2cc(OC)nc(OC)n2)cc1	-2	.	.	-4	0	i	.	-7	.	-1.6
COc1cc(CN2CCN(c3ccccc3F)CC2)c([N+](=O)[O-])cc1OC	-1	1.7	18	2	-6	i	3	-5	2	1.8

An excerpt of these results, with each value named.
> Cc1ccc(OCC(=O)NNc2c3ccccc3nc3ccccc23)cc1
- Anthrax LF inh2 = -3
- PfHsp40 rescue = 1.5
- SSB-PriA inh = 5
- Yp Topo-I inh = 22
- MazEF act = 1
- BH1578 lux ind = 0.0
- SARS 3CLpro inh = -5
- Rv3671c protease = 2
- VHR inh abs = 40
- TcdB GH inh = 0.5
> CCOc1ccc2nc(N3CCC(C(=O)N4CCN(c5ccccn5)CC4)CC3)sc2c1
- Anthrax LF inh2 = -4
- PfHsp40 rescue = 4.5
- SSB-PriA inh = .
- Yp Topo-I inh = 10
- MazEF act = 10
- BH1578 lux ind = -0.2
- SARS 3CLpro inh = -3
- Rv3671c protease = -5
- VHR inh abs = 11
- TcdB GH inh = .
> CCCCn1c(O)c(C(C)=NC(C)c2ccccc2)c(=O)[nH]c1=O (stereo unspecified)
- Anthrax LF inh2 = -4
- PfHsp40 rescue = 0.9
- SSB-PriA inh = -19
- Yp Topo-I inh = 34
- MazEF act = -3
- BH1578 lux ind = i
- SARS 3CLpro inh = 0
- Rv3671c protease = -27
- VHR inh abs = 28
- TcdB GH inh = .
> CCOC(=O)c1c(-c2ccco2)csc1N
- Anthrax LF inh2 = 2
- PfHsp40 rescue = 0.3
- SSB-PriA inh = 3
- Yp Topo-I inh = 0
- MazEF act = -2
- BH1578 lux ind = -0.4
- SARS 3CLpro inh = -1
- Rv3671c protease = 0
- VHR inh abs = 29
- TcdB GH inh = .

Going on with the list.
SMILES	Anthrax LF inh2	PfHsp40 rescue	SSB-PriA inh	Yp Topo-I inh	MazEF act	BH1578 lux ind	SARS 3CLpro inh	Rv3671c protease	VHR inh abs	TcdB GH inh
COC(=O)c1ccc(C(C(=O)NC2CCCCC2)N(C(=O)Cc2cccs2)C2CC2)cc1 (stereo unspecified)	-8	-0.3	-13	0	-2	-0.7	6	0	34	.
Cc1cc(C(=O)OCC(=O)NC2CC2)c2ccccc2n1	-7	1.1	-7	2	-8	i	.	1	.	1.4
Cc1ccc(OCCn2c(NC(=O)c3ccco3)nc3ccccc32)cc1	0	-1.6	-19	8	6	1.4	-2	-1	8	.
CNc1nnc(-c2cc3cc(Cl)ccc3oc2=O)s1	2	-1.0	-17	3	0	-3.8	7	-2	26	.
CCc1ccc2c(c1)C(=O)C[C@]1(CCC[C@H](C)C1)O2	4	-1.0	-18	10	1	i	.	-1	.	-0.5
Cc1ccc(C)c(NC(=O)CN(C)C(=O)c2cc(S(=O)(=O)N3CCOCC3)ccc2N2CCCC2)c1	0	-0.9	0	-7	-9	i	2	-6	14	0.8
CCCNC(=O)c1cc(S(=O)(=O)N2CCCCC2)ccc1N1CCOCC1	-2	-1.3	-11	8	4	-7.9	.	4	.	0.0
CCCCN(CC)CCNC(=O)c1cc2c(=O)n(CC)c3ccccc3c2s1	2	-0.7	2	12	14	i	-6	0	.	0.6
CCOC(=O)c1ccccc1NC(=O)Cc1c(C(=O)O)n(C)c2ccccc12	-5	-0.5	-13	14	-9	-0.1	9	4	7	1.2
COc1ccc(-c2[nH]ncc2CNCCn2cccn2)c(F)c1	-10	0.7	-3	0	-3	0.1	0	-2	39	0.4
Cc1cccn2c(=O)c3cc(C(=O)NCc4ccc(F)cc4)c(=N)n(CCCN4CCOCC4)c3nc12	-3	0.1	-5	6	13	-0.3	.	.	.	0.6
Cc1ccc(C)c(OCCC(=O)Nc2cccc(S(=O)(=O)N3CCCCC3)c2)c1	0	1.3	-21	32	5	i	.	-26	.	-0.3
CC(C)(C)c1cc(C(=O)CCN2CCOCC2)cc(C(C)(C)C)c1O	18	9.5	-13	15	5	i	-1	-5	40	-3.3
CCOP(=O)(OCC)c1nc(-c2ccc(F)cc2)oc1NCc1ccccc1	-11	1.3	10	3	-27	-0.3	1	-1	-15	1.2
C=CC(=O)Nc1sc2c(c1C(N)=O)CCCC2	-1	1.5	2	10	-4	i	.	0	.	3.3
CN(Cc1ccc(Cl)cc1)C(=O)c1cc(S(=O)(=O)N2CCOCC2)ccc1N1CCCC1	2	0.6	-1	26	0	i	.	5	.	-1.1
CCCSc1nc(C)c(C(C)=O)cc1C#N	-6	2.8	0	3	3	-7.3	-4	5	-19	.
O=C1C(Cc2c[nH]c3ccccc23)NC(=S)N1C1CCCCC1 (stereo unspecified)	-8	6.8	12	-3	10	-0.2	7	-4	6	2.3
O=C(NCc1nnc(SCC(=O)N2CCN(c3ccccc3)CC2)o1)c1c(F)cccc1Cl	5	0.5	-3	-1	3	-1.2	4	1	13	1.6
CCCOc1ccc(C(O)(CCC)CCN2CCCCC2)cc1 (stereo unspecified)	2	0.0	4	3	0	.	-1	0	9	0.9
CC(/C=N/NC(=O)c1ccccn1)=C\c1ccco1	-1	.	i	1	-7	i	-4	.	26	-0.3
CC1CCN(Cc2nnnn2CCCC(=O)N(C)C(C)c2ccccn2)CC1 (stereo unspecified)	-4	-0.9	-12	4	3	-0.3	-4	-9	73	0.5
Cc1ccc(S(=O)(=O)NC(C(=O)Oc2cc3oc(=O)cc(C)c3cc2Cl)C(C)C)cc1 (stereo unspecified)	-1	0.1	-18	15	5	i	1	-4	3	0.2
O=C(NCc1cccs1)c1nc2c(nnn2Cc2ccccc2Cl)c(=O)[nH]1	-2	0.2	-2	2	0	1.0	2	-1	-9	.
CN(C(=O)COC(=O)c1cc(=O)[nH]c2ccccc12)C1CCCCC1	1	1.0	5	25	10	i	.	-12	.	0.8
CN(Cc1ccccc1)S(=O)(=O)c1ccc(NS(=O)(=O)Cc2ccccc2)cc1	-4	-0.4	-8	-2	-1	-0.3	7	-19	12	.
Cc1cc(N2CCN(C(=O)c3ccco3)CC2)n2nc(C)c(-c3ccccc3)c2n1	-20	-3.1	-13&-13	4	3	-0.2	0	.	18	.
CCCN(CC(=O)Nc1ccccc1C)C(=O)COC(=O)c1cnc(C)cn1	-3	0.9	-20	-7	-2	-0.9	.	.	.	-1.0
[N-]=[N+]=NCC/C=C\C1NS(=O)(=O)OCC1O (stereo unspecified)	-9	-1.9	-12	7	7	-5.0	0	4	-3	1.1
C[C@H](CO)N1C[C@H](C)[C@@H](CN(C)C(=O)OCc2ccccc2)OCc2cn(nn2)CCCC1=O	7	.	.	-10	6	i	.	.	.	-2.7&-1.4
C=CCOc1ccc(C2C(C(=O)c3ccco3)=C(O)C(=O)N2Cc2cccnc2)cc1 (stereo unspecified)	4	0.1	-17	4	3	-3.8	-5	-6	-5	.
CN(CCO)C1=NS(=O)(=O)c2cc([N+](=O)[O-])ccc21	-4	0.2	-10	-2	1	i	-2	2	-12	0.4

Random excerpt: two compounds from above, in no set order.
SMILES	Anthrax LF inh2	PfHsp40 rescue	SSB-PriA inh	Yp Topo-I inh	MazEF act	BH1578 lux ind	SARS 3CLpro inh	Rv3671c protease	VHR inh abs	TcdB GH inh
CC1CCN(Cc2nnnn2CCCC(=O)N(C)C(C)c2ccccn2)CC1 (stereo unspecified)	-4	-0.9	-12	4	3	-0.3	-4	-9	73	0.5
Cc1cc(N2CCN(C(=O)c3ccco3)CC2)n2nc(C)c(-c3ccccc3)c2n1	-20	-3.1	-13&-13	4	3	-0.2	0	.	18	.

Only part of the results is shown (hit frequency here may not be typical).
